# TcdB GH inh: TcdB glycohydrolase inhibition. P18177. TcdB glycohydrolase enzymatic assay, plate reader. inhibition, % at 9.99 µM. hit rate 0.24% among 350,000. AID 652162; in the data active = inhibition above about 10%
# PfHsp40 yeast: restores yeast growth despite PfHsp40 toxicity. S. cerevisiae expressing PfHsp40, growth rescue, ATP luminescence. growth rescue, % at 12.5 µM. hit rate 0.68% among 340,000. AID 504582; in the data active = growth rescue above about 28%, passing the limit was not always enough; inconclusive = no clear call, values can overlap the other calls;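 also: yeast W303a lacking pdr1 and pdr3 grown in galactose medium; growth measured after three days at 30 °C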
# FadD28 binding: M. tuberculosis FadD28 bisubstrate binding inhibition; hit rate 0.22% among 360,000; FadD28 bisubstrate probe binding, fluorescence polarization; inhibition, % at 12.5 µM; in the data active = inhibition above about 8.5%, passing the limit was not always enough; inconclusive = no clear call, values can overlap the other calls
# UGM FP inh: blocks M. tuberculosis UGM enzyme | purified UGM, fluorescence polarization probe displacement | P9WIQ1 | AID 504406 | inhibition, % at 10 µM | hit rate 0.06% among 320,000; in the data active = inhibition above about 10%, passing the limit was not always enough; inconclusive = no clear call, values can overlap the other calls
# Target sequence (P9WIQ1 whole entry, looked up): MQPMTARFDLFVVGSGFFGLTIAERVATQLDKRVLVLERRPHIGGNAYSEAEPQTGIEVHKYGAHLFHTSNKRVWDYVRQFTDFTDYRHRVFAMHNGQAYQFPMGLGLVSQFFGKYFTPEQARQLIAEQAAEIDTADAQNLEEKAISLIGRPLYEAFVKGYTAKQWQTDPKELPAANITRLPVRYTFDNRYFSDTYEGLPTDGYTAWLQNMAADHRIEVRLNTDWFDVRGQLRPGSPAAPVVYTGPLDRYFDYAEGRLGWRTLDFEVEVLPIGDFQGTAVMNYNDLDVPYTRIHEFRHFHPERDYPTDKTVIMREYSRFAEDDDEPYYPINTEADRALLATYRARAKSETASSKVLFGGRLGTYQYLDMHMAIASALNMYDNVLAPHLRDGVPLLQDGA
# BioA inh: blocks M. tuberculosis BioA enzyme activity | purified M. tuberculosis BioA enzyme, plate reader | inhibition, % at 9.99 µM | hit rate 0.096% among 360,000 | AID 602481; in the data active = inhibition above about 40%; inconclusive = no clear call, values can overlap the other calls
# GDH-TPI inh: inhibits GDH-TPI coupling enzymes, artifact for Mtb FBA screen; GDH-TPI coupled enzyme counterscreen, NADH absorbance; inhibition, % at 4.8 µM; hit rate 1.2% among 360,000; in the data active = inhibition above about 30%;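 also: 0% = DMSO wells and 100% = wells lacking the enzyme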
# Yp Topo-I inh: inhibitors of Yersinia pestis topoisomerase I. activity, % at 10 µM. hit rate 0.064% among 360,000. AID 504884. Y. pestis Topo-I cleavage product accumulation, plate reader; in the data active = activity above about 50%, passing the limit was not always enough; inconclusive = no clear call, values can overlap the other calls; also: inactives centre near 2
# BH1578 lux ind: induces V. cholerae light production without autoinducers. V. cholerae BH1578 lux reporter, luminescence, 6 h. activation, % at 18.7 µM. hit rate 0.16% among 350,000; in the data active = activation mostly above about 9.7%, no sharp cut-off; inconclusive = no clear call, values can overlap the other calls; inactive = mostly below about 3.7%; also: not every result past the cut was called active; inactives centre near 0; reference of the scale not given here
# Mtb FBA inh: Mtb fructose-bisphosphate aldolase inhibition; inhibition, % at 1 µM; hit rate 2.3% among 360,000; AID 588726; purified M. tuberculosis FBA, fluorescence read-out; P9WQA3; in the data active = inhibition above about 27%;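 also: 0% = vehicle and 100% = reference inhibitor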
# Target sequence (P9WQA3 whole entry, looked up): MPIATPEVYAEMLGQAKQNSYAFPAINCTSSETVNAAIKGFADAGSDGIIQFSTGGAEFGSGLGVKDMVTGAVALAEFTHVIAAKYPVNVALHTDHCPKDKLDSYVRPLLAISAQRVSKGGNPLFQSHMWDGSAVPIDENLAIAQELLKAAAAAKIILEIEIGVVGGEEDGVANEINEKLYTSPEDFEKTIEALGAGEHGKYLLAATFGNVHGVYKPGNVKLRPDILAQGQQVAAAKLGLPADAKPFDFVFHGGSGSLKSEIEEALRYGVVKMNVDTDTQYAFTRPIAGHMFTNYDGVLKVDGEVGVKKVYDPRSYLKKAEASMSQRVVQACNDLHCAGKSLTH
# An asterisk follows results filed as active; i = inactive; ? = inconclusive; · = not tested or not shown; & = joins results of further samples.
SMILES,TcdB GH inh,PfHsp40 yeast,FadD28 binding,UGM FP inh,BioA inh,GDH-TPI inh,Yp Topo-I inh,BH1578 lux ind,Mtb FBA inh
COc1ccc(Cl)cc1N(C(C)C(=O)NC1CCCC1)S(C)(=O)=O (centres undefined),-0.3,-0.4,0.2,-1.4,·,-3,11,i,1
CCOCCCNC(=O)CCNS(=O)(=O)c1ccc(C)cc1,·,-0.9,-0.7,0.3,·,13,-4,-1.2,2
COc1ccc(OC)c(NC(=O)C2CCN(S(=O)(=O)c3ccc4c(c3)OCCO4)CC2)c1,-6.7,1.1,-4.6,-0.9,-0.5,-1,10,-1.2,-2
Cc1ccccc1NC(=O)c1cc([N+](=O)[O-])ccc1NCCN1C(=O)CCC1=O,0.4,1.2,0.6,1.9,·,8,4,1.4,4
COc1ccc(Nc2cc(C)nc(N3CCOCC3)n2)cc1,·,-0.1,-0.4,-1.5,-0.9,1,3,i,-3
Cc1cc(NC(=O)COc2ccc3c(C)c(C)c(=O)oc3c2)no1,1.1,·,-0.1,·,-1.1,3,1,-0.3,26
O=C(NCc1ccc2c(c1)OCO2)c1cc(-c2ccccn2)nc2ccccc12,-2.1,0.2,-2.8,0.7,0.1,17,9,0.0,2
CCN(CC)CCCNC(=O)C1c2cc(OC)c(OC)cc2C(=O)N(C)C1c1cccnc1 (centres undefined),0.7,-0.2,0.1,1.0,·,-9,0,-0.3,4
Cc1ccc(CN2CCN(Cc3ccccn3)CC2CCO)cc1 (centres undefined),0.3,0.6,-3.0,1.2,·,-5,4,-0.3,3
O=C(CCNC(=O)c1ccccc1Cl)Nc1nc(-c2ccccc2Cl)cs1,-1.3,3.3,-1.6,0.0,-1.0,1,7,i,2
Cc1cccc(NC(=O)CN2C(=O)CCSc3ccc(S(=O)(=O)N4CCOCC4)cc32)c1C,-1.1,-0.4,-0.9,-0.4,-0.4,2,9,-0.3,1
Clc1ccc2nc3ccccc3cc2c1,1.3,·,-3.2,·,-1.3,5,3,i,19
Nc1c(N)c2ccccc2oc1=O,·,0.9,-2.1,0.1,0.6,13,3,i,1
CCCn1nnc(NC(=O)/C=C/c2ccco2)n1,1.1,0.1,-1.4,1.0,·,18,0,-0.3,1
Cc1ccc(S(=O)(=O)N(CCC(=O)NCc2ccc(S(N)(=O)=O)cc2)c2ccccc2)cc1,3.0,-0.3,-2.9,·,0.6,-1,17,-1.8,0
O=C(N/N=C/c1cn(-c2ccccc2)nc1-c1ccccc1)c1ccco1,·,0.2,-5.5,-0.4,-1.5,20,-9,-0.2,-1
CCOC(=O)N(C)c1c(CC)nc2c(OCc3ccc(Cl)cc3)cccn12,1.8,·,-5.8,·,2.8,-3,6,i,0
CC12CCC(C(=O)NCCN3CCCCC3)(CC1=O)C2(C)C (centres undefined),1.1,0.8,0.2,-0.8,·,-2,-4,0.8,-3
Cc1cccc(C)c1NC(=O)C(c1ccccc1)N(C)CCc1ccccc1 (centres undefined),-0.4,·,-1.7,·,3.5,·,·,·,0
COC(=O)c1cccnc1NC(=S)NNC(=O)c1ccccc1,·,-1.5,-1.4,-4.5,-1.0,12,-1,-0.3,1
Cc1cccc(C(=O)N2[C@@H](C(C)C)COc3cc(Br)ccc3S2(=O)=O)c1,-0.9,-0.6,-0.2,·,-0.5,4,18,-0.2,-2
Cc1cccc(-n2ncc(Cl)c(Cl)c2=O)c1,3.9,0.8,-0.5,-0.2,8.6,5,-5,0.2,1
COc1ccccc1OCCSc1nc2ccccc2n1CC(O)CO (centres undefined),3.3,-1.2,-3.3,1.9,-0.2,-10,20,i,1
O=C(CCNS(=O)(=O)c1ccccc1)OCC(=O)c1ccc(Br)cc1,6.3,1.5,-1.8,0.3,·,-1,4,2.0,1
Clc1ccccc1CSc1cnnc2ccccc12,-0.2,1.3,-1.6,·,0.1,19,26,i,-2

# Fetched by structure from above, 5 records:
SMILES,TcdB GH inh,PfHsp40 yeast,FadD28 binding,UGM FP inh,BioA inh,GDH-TPI inh,Yp Topo-I inh,BH1578 lux ind,Mtb FBA inh
Clc1ccccc1CSc1cnnc2ccccc12,-0.2,1.3,-1.6,·,0.1,19,26,i,-2
Clc1ccc2nc3ccccc3cc2c1,1.3,·,-3.2,·,-1.3,5,3,i,19
Cc1ccc(S(=O)(=O)N(CCC(=O)NCc2ccc(S(N)(=O)=O)cc2)c2ccccc2)cc1,3.0,-0.3,-2.9,·,0.6,-1,17,-1.8,0
COc1ccc(Cl)cc1N(C(C)C(=O)NC1CCCC1)S(C)(=O)=O (centres undefined),-0.3,-0.4,0.2,-1.4,·,-3,11,i,1
O=C(CCNC(=O)c1ccccc1Cl)Nc1nc(-c2ccccc2Cl)cs1,-1.3,3.3,-1.6,0.0,-1.0,1,7,i,2

# Next records.
SMILES,TcdB GH inh,PfHsp40 yeast,FadD28 binding,UGM FP inh,BioA inh,GDH-TPI inh,Yp Topo-I inh,BH1578 lux ind,Mtb FBA inh
CC(C)(C)n1nnnc1C(c1ccccc1OC(F)(F)F)N1CCN(C/C=C/c2ccccc2)CC1 (centres undefined),3.0,·,-0.5,·,-1.2,·,·,·,2
COC(=O)c1ccc(CSc2nc3c(c(=O)n2-c2ccc(F)cc2)SCC3)o1,·,-0.2,-6.7,0.5,24,23,15,i,-1
NC(=O)C[n+]1ccc(/C=N/O)cc1,0.6,-0.8,-2.3,-1.1,·,8,6,i,2
Cn1c(SCC(=O)Nc2ccccc2F)nnc1C1CCCCC1,-0.1,0.9,0.9,0.3,-0.6,-2,8,i,2
N=c1sccn1CC(=O)NCCc1ccc(Cl)cc1Cl,·,0.0,-0.6,-0.8,-0.7,3,-5,5.3,3
NS(=O)(=O)c1ccc(CCNC(=O)CSc2ncnc3ccccc23)cc1,1.0,0.9,-1.0,-0.4,·,-3,6,i,5
CS(=O)(=O)Nc1ccc2c(c1)[C@H]1C[C@H](CC(=O)NCc3cccc(F)c3)O[C@@H](CO)[C@H]1O2,0.7&1.6,·,-1.5,·,0.3,6,-3,-0.4,-2
Cc1ccc(SCCNC(=O)C(C)C)cc1,1.1,1.9,-3.1,0.5,-1.5,5,-3,i,-1
CCc1c(O)nc(SCC(=O)Nc2nc3ccccc3s2)n(-c2ccccc2)c1=O,0.7,0.9,14*,3.4,-0.4,13,6,i,-4
COc1ccc(/C=N/NC(=O)c2nnn(-c3nonc3N)c2CN(C)c2ccccc2)cc1,-1.8,-0.6,-15,2.0,-1.1,23,7,0.2,-2
COc1ccc(Cl)cc1C(=O)NNC(=O)CN1C(=O)C2CC=CCC2C1=O (centres undefined),-0.6,-1.1,0.1,0.8,0.4,0,0,-0.8,1
C[C@H](NC(=O)c1ccco1)C(=O)NNC(=O)c1ccc(F)cc1,0.1,0.2,-1.0,-0.4,-3.5,12,1,-3.2,-2
Cc1ccc(N(Cc2cc3ccc(C)cc3[nH]c2=O)S(=O)(=O)c2ccccc2)cc1,-0.5,-1.2,-2.8,1.1,·,1,8,4.3,-4
CSc1ccc2[nH]c(=O)cc(C)c2c1,·,-0.3,-3.5,2.2,-0.8,8,0,i,24
Cc1ccccc1OCC(=O)Nc1ccc(NC(=O)c2ccco2)cc1,-0.6,0.4,-3.5,3.0,·,-7,7,-0.8,-3
CCCCn1c(N)c(N(CC)C(=O)c2cc(S(=O)(=O)N3CCCCCC3)ccc2OC)c(=O)[nH]c1=O,0.0,0.8,-0.6,-0.3,·,8,6,-0.4,1
COc1ccc(CNC(=O)CN(Cc2ccc(OC)cc2)C(=O)CCC(=O)Nc2nccs2)cc1,-0.3,-0.4,?,-0.2,-1.2,-7,2,1.2,3
COc1cc(/C=C2\SC(=S)N(C(C(=O)O)c3ccccc3)C2=O)cc(OC)c1OC (centres undefined),0.3,2.7,0.1,3.1,-0.2,17,17,-0.3,-7
CCN1C(=O)c2ccccc2Sc2ccc(C(=O)NCCN3CCOCC3)cc21,0.1,0.6,-3.7,0.7,0.3,-12,-4,-0.2,-4
O=C(COC(=O)C1CC2CCCC(C1)C2=O)NNC(=O)c1ccccc1F (centres undefined),4.3,-0.9,-1.9,-0.9,-0.7,-19,-6,-4.3,-1
COc1ccc(NC(=O)CN(C)C(=O)c2cc(-c3ccc(Cl)cc3)nc3ccccc23)cc1,-0.7,15,-2.3,4.5,·,7,12,i,-2
O=C(Nc1nccs1)c1cn(-c2ccccc2)nc1-c1ccncc1,0.5,0.3,-2.0,0.4,-0.5,5,2,-0.2,0
O=C1C2C3C=CC(O3)C2C(=O)N1N=Cc1cccc2ccccc12 (centres undefined),1.4,-0.8,·,·,-1.0,26,-9,-5.6,-1
O=C1CS/C(=N/N=C/c2cccs2)N1,4.7,-0.5,-5.3,4.4,·,12,-2,-0.2,-4
Cc1ccc(N2C(=O)c3ccccc3C2Nc2cccnc2)nc1 (centres undefined),3.4,0.0,0.1,-0.4,-2.4,3,-3,i,0
SMILES,TcdB GH inh,PfHsp40 yeast,FadD28 binding,UGM FP inh,BioA inh,GDH-TPI inh,Yp Topo-I inh,BH1578 lux ind,Mtb FBA inh
CCN1CCc2c(sc(NC(=O)c3ccc(S(=O)(=O)N(CC)c4ccccc4)cc3)c2C(N)=O)C1,-0.1,0.4,-1.6,0.6,-5.3,7,-4,-0.2,1
COc1ccc(C)cc1N(C(=O)Cn1nnc(-c2ccc(C)o2)n1)C(C(=O)NC1CCCC1)c1ccncc1 (centres undefined),0.5,-0.6,-2.9,-3.8,-0.5,-13,12,0.6,-4
COc1ccc(P2(=O)Nc3ccccc3N2)cc1,-15,-0.5,1.5,-0.5,-11,8,-6,i,5
NS(=O)(=O)c1ccc(CCNC(=O)NC23CC4CC(CC(C4)C2)C3)cc1,2.2,-0.6,-3.8,0.3,·,-5,2,i,-1
O=C(c1cccc([N+](=O)[O-])c1)N1CCN(Cc2ccc3c(c2)OCO3)CC1,0.6,1.0,-3.7,1.1,·,1,8,i,1
CCOC(=O)C(=O)/C(=C\N(C)C)c1onc(-c2ccccc2)c1C(=O)OC,·,1.6,-1.2,2.3,·,11,-5,i,3
Cn1cnc2c1c(=O)n(Cc1cccc(Cl)c1)c(=O)n2C,0.0,0.0,-1.1,-1.4,-1.9,5,-1,-0.6,1
COc1cc(/C=N/N=C2/NC(=O)C(Cc3ccccc3)S2)ccc1O (centres undefined),0.1,-0.5,-3.8,0.8,0.9,26,8,-0.3,-2
O=c1[nH]c(=S)n(Cc2ccco2)c(O)c1C=NCc1cccs1,·,-0.3,0.1,4.4,-3.7,34*,-8,i,4
CCC(C(=O)Nc1cccnc1)n1c(=O)[nH]c2ccccc2c1=O (centres undefined),-1.2,-0.6,-3.8,1.9,11,2,-5,-0.3,0
COc1cnc(-c2ccccc2)nc1Oc1ccc(Cl)cc1C,0.8,-0.1,-1.0,-0.8,·,0,5,i,6
COc1ccc(NC(=O)Cc2cccc3ccccc23)cc1,-5.3,0.1,-0.6,0.6,-1.5,7,2,0.7,1
CCCc1nc2sc(C(=O)OCC)c(N)c2c2c1COC(C)(C)C2,·,-0.6,-1.2,2.2,-1.4,17,-1,i,8
Cc1ccc(NC(=O)CSC(C)C(=O)OC(C)C(=O)NC2CCCCC2C)cc1 (centres undefined),1.8,1.1,-1.5,4.3,1.8,-3,-3,i,-1
CCc1ccccc1NC(=O)c1cc(-c2cccc(O)c2)on1,0.6,0.2,-2.0,-0.1,-0.7,17,4,-0.2,1
CSc1ccc(/C=c2\s/c(=C\C(=O)C(C)(C)C)n(CC(=O)NCCC3=CCCCC3)c2=O)cc1,-0.1,-1.9,-1.9,5.2,-2.7,10,6,i,-1
CCOc1ccc(C2NC(=O)C(C#N)=C(S)N2c2ccc(OC)cc2)cc1OC (centres undefined),-0.5,4.7,1.2,-0.9,2.4,12,-7,i,-3
CSCCC(NC(=O)c1ccccc1Cl)C(=O)Nc1ccncc1 (centres undefined),1.4,-0.1,-1.9,·,·,10,-1,0.6,2
O=C(O)c1cc(/C=N\O)ccc1OCc1ccccc1,·,-0.2,-2.1,1.0,2.3,-8,3,i,1
CC(C)(C)NC(=O)c1ccccc1NC(=O)C1CC(=O)N(C2CCCCC2)C1 (centres undefined),1.6,0.4,-2.1,-2.4,-1.5,-4,2,-0.7,-1

# Source: PubChem BioAssay
